# Compound activity as filed in PubChem.
# LYPLA2 counter – LYPLA2 (human) inhibition in PME1 counter-screen; recombinant LYPLA2, FP-Rh probe fluorescence polarization; AID 2177; O95372; inhibition, % at 5.9 µM; 0.38% of 320,000 active;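 active = inhibition above the screen-wide mean plus 3 SD, limit set per campaign, cut at about 26% in these data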;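 note: 0% = LYPLA2 with DMSO and 100% = wells lacking LYPLA2 enzyme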
# Target sequence (O95372 whole entry, looked up): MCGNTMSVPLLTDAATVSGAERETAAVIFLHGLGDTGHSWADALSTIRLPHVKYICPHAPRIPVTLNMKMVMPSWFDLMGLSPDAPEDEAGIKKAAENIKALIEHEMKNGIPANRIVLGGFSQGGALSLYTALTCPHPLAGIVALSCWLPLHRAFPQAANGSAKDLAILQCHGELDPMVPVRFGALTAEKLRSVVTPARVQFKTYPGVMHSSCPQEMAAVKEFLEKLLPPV
# LYPLA1 inh – blocks human lysophospholipase 1, a PME1 counter-screen; O75608; recombinant LYPLA1, FP-Rh probe fluorescence polarization; inhibition, % at 5.9 µM; 0.16% of 320,000 active; AID 2174;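 active = inhibition above the mean of all tested compounds plus 3 SD, set per campaign, cut at about 14% in these data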;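 note: inhibitors block serine hydrolase probe labeling of LYPLA1 so polarization falls; 0% = enzyme with DMSO and 100% = wells lacking LYPLA1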
# GSTO1 inh – counter-screen for RBBP9 inhibitors: inhibitors of human GSTO1; recombinant GSTO1, activity-based probe fluorescence polarization; inhibition, % at 5.96 µM; 1.1% of 300,000 active;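 active = inhibition above the campaign mean inhibition plus 3 SD, cut at about 35% in these data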;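 note: 0% = GSTO1-1 with DMSO and 100% = wells lacking GSTO1-1 enzyme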
# PAFAH1B3 FP inh – PAFAH1B3 (human) inhibition | Q15102 | recombinant PAFAH1B3, FP-rhodamine probe, fluorescence polarization | inhibition, % at 3.39 µM | 0.28% of 340,000 active | AID 492972;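 active = inhibition above the screen-wide average of all tested compounds plus 3 SD, cut at about 25% in these data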;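 note: 0% = enzyme with DMSO only and 100% = wells lacking PAFAH1B3 protein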
# pPAFAH inh – pPAFAH (human) enzyme inhibition; recombinant pPAFAH, FP-rhodamine probe fluorescence polarization; 1.5% of 330,000 active; inhibition, % at 3.39 µM;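 active = inhibition above the mean inhibition across the screen plus 3 SD, cut at about 25% in these data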;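 note: inhibitors block binding of the rhodamine activity-based probe so polarization drops; 0% = enzyme with DMSO and 100% = wells lacking pPAFAH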
# PREPL inh – human PREPL enzyme inhibition | recombinant PREPL, fluorescence polarization activity-based probe | inhibition, % at 5.96 µM | AID 2751 | 0.68% of 320,000 active | Q4J6C6; in the data active = inhibition above about 43%;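 note: 0% = enzyme with DMSO and 100% = wells lacking enzyme; many of its hits are not listed in these tables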
# PAD4 inh – blocks human protein arginine deiminase 4. 0.41% of 330,000 active. AID 485272. inhibition, % at 6.36 µM. recombinant PAD4, RCA probe fluorescence polarization. Q9UM07;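 active = percent inhibition above a cutoff equal to the mean of all tested compounds plus 3 SD, cut at about 15% in these data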;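 note: 0% = PAD4 with RCA probe and DMSO and 100% = probe without PAD4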
# PME-1 primary – PME-1 (human) inhibition | Q9Y570 | recombinant PME-1, FP-Rh probe fluorescence polarization | inhibition, % at 5.9 µM | 0.53% of 320,000 active;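 active = inhibition above the campaign mean of all compounds plus 3 SD, cut at about 26% in these data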;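 note: competitive labeling of PME-1 active site by serine hydrolase directed probe; 0% = PME-1 with DMSO and 100% = wells lacking PME-1 enzyme; inhibitors block probe labeling so polarization falls and inhibition rises; many of its hits are not listed in these tables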
# Target sequence (Q9Y570 whole entry, looked up): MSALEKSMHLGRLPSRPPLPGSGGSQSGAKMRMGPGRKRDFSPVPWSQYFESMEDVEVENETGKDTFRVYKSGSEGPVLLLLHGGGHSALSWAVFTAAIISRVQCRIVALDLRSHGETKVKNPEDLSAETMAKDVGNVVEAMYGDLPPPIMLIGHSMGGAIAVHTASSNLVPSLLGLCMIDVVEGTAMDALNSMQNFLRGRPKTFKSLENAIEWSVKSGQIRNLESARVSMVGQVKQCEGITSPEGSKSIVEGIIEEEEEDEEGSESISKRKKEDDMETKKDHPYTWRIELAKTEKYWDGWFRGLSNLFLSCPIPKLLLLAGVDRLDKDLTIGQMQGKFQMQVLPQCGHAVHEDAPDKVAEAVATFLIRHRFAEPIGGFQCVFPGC
# PAFAH1B2 inh – PAFAH1B2 (human) inhibition. inhibition, % at 3.39 µM. AID 492953. P68402. 1.2% of 340,000 active. recombinant PAFAH1B2, FP-rhodamine activity probe, fluorescence polarization;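 active = inhibition above the mean of all tested compounds plus 3 SD, cut at about 24% in these data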;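 note: 0% = enzyme with DMSO and 100% = wells lacking PAFAH1B2; many of its hits are not listed in these tables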
# Target sequence (P68402 whole entry, looked up): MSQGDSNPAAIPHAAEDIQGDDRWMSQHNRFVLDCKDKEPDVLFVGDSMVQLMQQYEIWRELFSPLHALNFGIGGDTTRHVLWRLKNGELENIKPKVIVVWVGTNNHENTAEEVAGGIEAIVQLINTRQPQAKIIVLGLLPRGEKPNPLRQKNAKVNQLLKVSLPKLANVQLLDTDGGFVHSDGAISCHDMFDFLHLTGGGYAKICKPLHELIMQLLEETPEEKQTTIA
# Numbers without * were called inactive; . = no result given.
# Below each SMILES – LYPLA2 counter, LYPLA1 inh, GSTO1 inh, PAFAH1B3 FP inh, pPAFAH inh, PREPL inh, PAD4 inh, PME-1 primary, PAFAH1B2 inh
> Cc1cccc(C(=O)OCC(=O)c2ccc3c(c2)NC(=O)CO3)c1
 : ., ., ., 0, 0, 10, 3, ., 2
> Cc1ccccc1-n1c(C)n[nH]c1=S
 : -4, -2, 3, -2, 3, -5, -2, -2, 6
> Cc1c(NC(=O)c2cccc(NC(=O)Cc3ccc(F)cc3)c2)c(=O)n(-c2ccccc2)n1C
 : 4, 0, ., 8, -1, -4, -1, 1, 3
> Nc1c(N(CCC2=CCCCC2)C(=O)Cc2ccc(F)cc2)c(=O)[nH]c(=O)n1Cc1ccccc1
 : 0, 3, 5, 10, -1, 4, -4, -5, 3
> Cc1nn(-c2ccccc2)c(Cl)c1CN(C(=O)CCl)c1ccc(Cl)cc1
 : -4, -1, 82*, 0, 4, -1, 14, -4, 41*
> CC(=O)N1CCOc2ccc(S(=O)(=O)N3CCC(C(=O)NCc4ccc(C)cc4)CC3)cc21
 : -1, -4, -3, 1, 8, 2, 0, 6, -2
> O=C(CCc1nc2cccnc2n1Cc1ccccc1)NCCc1ccc(Cl)cc1
 : 2, 1, 5, -6, 4, 19, 3, 17, 11
> CC(C)COc1ccc(/C=C2/Sc3ccccc3C2=O)cc1
 : 1, -2, -5, 1, 8, 4, -1, -2, 1
> COc1ccc(NC(=O)CCCc2ccc(OC)c(C)c2)cc1
 : -10, 0, 11, 10, -4, -11, -3, -3, 5
> O=C(CSc1nc2c(sc3ccccc32)c(=O)n1CCO)NCc1ccco1
 : -4, -4, -4, 5, 10, 2, 0, -5, 8

# The list continues:
# Below each SMILES – LYPLA2 counter, LYPLA1 inh, GSTO1 inh, PAFAH1B3 FP inh, pPAFAH inh, PREPL inh, PAD4 inh, PME-1 primary, PAFAH1B2 inh
> O=C(CCN1C(=O)/C(=C/c2ccc(F)cc2)SC1=S)NNC(=O)c1ccncc1
 : -7, -2, 7, 9, -7, -85, -3, -4, 9
> S=c1[nH]nc(-c2cccnc2)n1Cc1ccccc1
 : 2, -3, 3, 7, 0, 13, -1, 2, 8
> CCN(CC)C(=O)C(=O)c1cccn1-c1ccc(C#N)cc1
 : -2, -1, 1, 2, 2, 8, -4, 6, 0
> CCN1CCN(C(=O)c2cc3cc(F)ccc3[nH]2)CC1
 : 4, -2, 5, -5, 5, 21, 0, 0, 3
> CCCn1c(N)c(C(=O)CSc2nnc(N)s2)c(=O)[nH]c1=O
 : -6, -2, ., -8, -1, 11, 1, 2, 5
> CC12COC3(C(=O)NCCc4ccccc4)CC1CCC32C (configuration not stated)
 : -3, 2, -1, 6, 0, 8, -4, 0, 7
> Cc1coc2c1C(=O)C(=O)c1c-2ccc2c(C)cccc12
 : 39*, 10, 97*, 19, 56*, 3, -4, 8, 21
> COc1cc(C2CC(=O)Oc3c(C(CCN4CCN(c5ccccc5)CC4)c4ccc(N(C)C)cc4)c(OC)cc(OC)c32)cc(OC)c1OC (configuration not stated)
 : 2, 2, -7, 2, 9, 32, 1, 6, 5
> COc1ccc(/C=C/CN2CCCC(C(=O)c3cc(F)ccc3F)C2)cc1 (configuration not stated)
 : 6, 3, 8, 5, 4, 8, -5, -1, -1
> NC(=O)CSc1nc(-c2ccccc2)nc2ccccc12
 : 0, -1, -28, 10, -1, 3, 0, 1, 1

# A draw from above in order of heavy-atom count, falling.
# Below each SMILES – LYPLA2 counter, LYPLA1 inh, GSTO1 inh, PAFAH1B3 FP inh, pPAFAH inh, PREPL inh, PAD4 inh, PME-1 primary, PAFAH1B2 inh
> COc1cc(C2CC(=O)Oc3c(C(CCN4CCN(c5ccccc5)CC4)c4ccc(N(C)C)cc4)c(OC)cc(OC)c32)cc(OC)c1OC (configuration not stated)
 : 2, 2, -7, 2, 9, 32, 1, 6, 5
> Nc1c(N(CCC2=CCCCC2)C(=O)Cc2ccc(F)cc2)c(=O)[nH]c(=O)n1Cc1ccccc1
 : 0, 3, 5, 10, -1, 4, -4, -5, 3
> Cc1c(NC(=O)c2cccc(NC(=O)Cc3ccc(F)cc3)c2)c(=O)n(-c2ccccc2)n1C
 : 4, 0, ., 8, -1, -4, -1, 1, 3
> CC(=O)N1CCOc2ccc(S(=O)(=O)N3CCC(C(=O)NCc4ccc(C)cc4)CC3)cc21
 : -1, -4, -3, 1, 8, 2, 0, 6, -2
> O=C(CCc1nc2cccnc2n1Cc1ccccc1)NCCc1ccc(Cl)cc1
 : 2, 1, 5, -6, 4, 19, 3, 17, 11
> O=C(CCN1C(=O)/C(=C/c2ccc(F)cc2)SC1=S)NNC(=O)c1ccncc1
 : -7, -2, 7, 9, -7, -85, -3, -4, 9
> O=C(CSc1nc2c(sc3ccccc32)c(=O)n1CCO)NCc1ccco1
 : -4, -4, -4, 5, 10, 2, 0, -5, 8
> COc1ccc(/C=C/CN2CCCC(C(=O)c3cc(F)ccc3F)C2)cc1 (configuration not stated)
 : 6, 3, 8, 5, 4, 8, -5, -1, -1
> Cc1nn(-c2ccccc2)c(Cl)c1CN(C(=O)CCl)c1ccc(Cl)cc1
 : -4, -1, 82*, 0, 4, -1, 14, -4, 41*
> Cc1cccc(C(=O)OCC(=O)c2ccc3c(c2)NC(=O)CO3)c1
 : ., ., ., 0, 0, 10, 3, ., 2
> COc1ccc(NC(=O)CCCc2ccc(OC)c(C)c2)cc1
 : -10, 0, 11, 10, -4, -11, -3, -3, 5
> CCN(CC)C(=O)C(=O)c1cccn1-c1ccc(C#N)cc1
 : -2, -1, 1, 2, 2, 8, -4, 6, 0
> Cc1coc2c1C(=O)C(=O)c1c-2ccc2c(C)cccc12
 : 39*, 10, 97*, 19, 56*, 3, -4, 8, 21
> CCN1CCN(C(=O)c2cc3cc(F)ccc3[nH]2)CC1
 : 4, -2, 5, -5, 5, 21, 0, 0, 3
> S=c1[nH]nc(-c2cccnc2)n1Cc1ccccc1
 : 2, -3, 3, 7, 0, 13, -1, 2, 8
> Cc1ccccc1-n1c(C)n[nH]c1=S
 : -4, -2, 3, -2, 3, -5, -2, -2, 6

# Continued.
# Below each SMILES – LYPLA2 counter, LYPLA1 inh, GSTO1 inh, PAFAH1B3 FP inh, pPAFAH inh, PREPL inh, PAD4 inh, PME-1 primary, PAFAH1B2 inh
> NS(=O)(=O)c1cc2c(cc1Cl)NC(Cc1ccccc1)NS2(=O)=O (configuration not stated)
 : -5, 3, 4, 0, 4, 9, -3, 4, 8
> CCOC(=O)c1sc(-c2ccccc2)nc1C
 : 2, -1, 1, 8, 4, -4, -6, 2, 3
> COC(=O)c1cc(=O)n2c(-c3ccccc3)csc2n1
 : 3, 6, -1, 2, -2, 1, 4, 12, 6
> c1ccc(-c2nnn(C34CC5CC(CC(C5)C3)C4)n2)cc1
 : 6, -4, 0, 3, -6, 10, -8, 4, 7
> CCC(C)(C)C1CCC2(CC1)NC(=O)N(CC(=O)N(C)Cc1ccc3c(c1)OCCO3)C2=O (configuration not stated)
 : 3, 1, ., 7, -1, 0, 2, 3, 22
> COc1ccc(CCN(C)C(=O)CN2C(=O)NC3(CCCCCC3)C2=O)cc1OC
 : 5, 4, ., -2, 1, 6, -1, -5, -2
> Nc1nonc1-c1noc(CCCN2C(=O)c3ccccc3C2=O)n1
 : 3, -1, 1, 0, -1, 9, 7, 3, 0
> CCOC(=O)Cc1c(C)c2ccc(N(CC)CC)cc2oc1=O
 : 3, -1, 6, 5, 5, 4, 2, 3, 6
> C[C@@H](CC#N)CN1CC[C@H](C(C)(C)C)CCC1=O
 : 0, 4, 10, 1, 7, 11, -2, -2, -3
> Cc1c(NC(=O)COC(=O)CSc2ccc(C(N)=O)cc2[N+](=O)[O-])c(=O)n(-c2ccccc2)n1C
 : -6, 1, -2, 5, 5, 3, -7, 2, 0

# The listing continues:
# Below each SMILES – LYPLA2 counter, LYPLA1 inh, GSTO1 inh, PAFAH1B3 FP inh, pPAFAH inh, PREPL inh, PAD4 inh, PME-1 primary, PAFAH1B2 inh
> COc1ccccc1C(=O)N(CCN(C)C)c1nc2cc(C)cc(C)c2s1
 : -1, -3, 9, 5, 5, -14, 3, -2, 6
> CCOC(=O)NC(=O)CSc1ccccn1
 : 3, 0, 5, 3, -4, -4, 0, -1, 3
> Cc1nc(-c2ccccc2)c(-c2ccccc2)[nH]1
 : -1, 2, -1, 8, 2, -4, -3, 2, 0
> NC(=O)COc1ccc(-c2noc(COc3ccccc3[N+](=O)[O-])n2)cc1
 : 3, -2, -5, -4, -1, -4, -2, 1, 5
> O=C(NCCC1=CCCCC1)c1ccc(Br)o1
 : 1, 1, 4, 5, 0, -12, 0, -7, 5
> Cc1cc(C)c(NC(=O)COC(=O)CSc2ccc(Br)cc2C)c(C)c1
 : -6, -2, 1, -4, 16, 4, 2, 1, 6
> O=C1c2ccccc2NC2CCCCC12 (configuration not stated)
 : -2, -2, -3, 4, 0, -3, -1, -4, 4
> COc1ccc(-c2nnc(SCC(=O)N(C)C3CCS(=O)(=O)C3)n2N)cc1OC (configuration not stated)
 : -2, -4, 12, 3, 4, 6, -1, 3, 7
> O=C(COc1nncc2ccccc12)Nc1c(F)c(F)c(F)c(F)c1F
 : -4, 1, 4, 4, 0, -6, -3, 3, 3
> CC1=CC(c2ccc(Cl)cc2)n2nc(NC(=O)CCC(=O)O)nc2N1 (configuration not stated)
 : -5, -3, -7, 6, -2, -14, 0, 3, 2

# The list goes on:
# Below each SMILES – LYPLA2 counter, LYPLA1 inh, GSTO1 inh, PAFAH1B3 FP inh, pPAFAH inh, PREPL inh, PAD4 inh, PME-1 primary, PAFAH1B2 inh
> Cc1nn(C)c(Oc2ccccc2)c1CCNS(=O)(=O)c1ccc(F)cc1
 : -1, 1, 4, -4, 10, -7, -6, -2, -2
> C/C(=N\NC(=O)CSc1nc2ccccc2o1)c1ccc(O)cc1
 : 2, 4, 8, 8, 3, 10, 3, -1, -1
> COc1ccc(Cl)cc1Nc1nc(-c2sc(NC(=O)C(C)(C)C)nc2C)cs1
 : -1, -12, 0, 10, 10, 1, -6, -2, 2
> CC(=O)[C@@]1(O)CCC2C3C=CC4=CC(=O)CC[C@]4(C)C3CC[C@@]21C (some centres not stated)
 : -2, 1, ., 3, 1, -4, -2, -4, 2
> CCCSCCCNC(=O)CN1C(=O)COc2ccc(S(=O)(=O)N3CCCC3)cc21
 : 8, -2, 1, 1, 3, 9, -3, -4, -1
> Cc1ccc(S(=O)(=O)Nc2ccc3nc(C)sc3c2)c(C)c1
 : -5, -3, ., 2, -2, -6, -1, -13, 16
> O=C(CSc1nnc(C2CC2)n1C1CC1)c1cccs1
 : ., ., ., 2, 4, 23, 0, ., 3
> COc1ccc(CCNC(=O)CSc2nc3[nH]c(=O)cc(O)c3s2)cc1
 : -1, -5, ., 5, 5, 7, 0, 0, 4
> COc1ccccc1C1/C(=C(/O)c2ccc(Cl)cc2)C(=O)C(=O)N1CCN1CCOCC1 (configuration not stated)
 : 1, 0, 2, -1, 3, 5, -9, -2, -2
> COc1ccc(CNC(=O)C2CCCN(S(=O)(=O)c3ccc(F)cc3)C2)cc1 (configuration not stated)
 : 4, 1, 6, 11, -3, 10, 1, 0, 9
> COc1ccccc1/C=N/N1C(=O)c2cccc3cccc(c23)C1=O
 : 10, 6, 13, 7, 9, 17, 12, 9, 3

# This is a subset (hit frequency here may not be typical).
